Growth percent in the NCI-60 one-dose screen (48 h, 10 µM unless noted): 100 = growth as untreated, 0 = no growth, -100 = all killed.
TK-10: TK-10 renal cancer cells | actives 3.9% (n = 81,000)
RXF 393: RXF 393 renal cancer cells. actives 6.9% (n = 77,000)
DU-145: DU-145 prostate cancer | actives 4.2% (n = 81,000)
786-0: 786-0 renal cancer cells; actives 5.1% (n = 81,000)
CAKI-1: CAKI-1 renal cancer | actives 4.7% (n = 75,000)
ACHN: ACHN renal cancer. AID 1794771. actives 4.9% (n = 81,000)
A498: A498 renal cancer cells | actives 5.4% (n = 76,000)
UO-31: UO-31 renal cancer; actives 5.2% (n = 81,000); AID 1794768
SN12C: SN12C renal cancer cells; actives 3.8% (n = 81,000)
* = called active by the depositor; · = no result given; [ ] = another dose, or the depositor's remark. Rule for the calls: active = growth percent below 10; inactive = the rest.

Preview (four entries):
SMILES	TK-10	RXF 393	DU-145	786-0	CAKI-1	ACHN	A498	UO-31	SN12C
c1ccc(Cc2ccccc2)cc1	99	·	103	93	86	107	102	·	95
COc1ccc(/C=N/NC(N)=S)c(OC)n1	112	94	113	104	113	100	99	95	98
CCOC(=O)C#Cc1c(C(=O)OCC)nnn1Cc1ccc([N+](=O)[O-])cc1	-11*	-58*	10	66	-52*	-54*	107	4.2*	59
O=C1NC(=O)N(Cc2ccccc2)CC1Br (stereo not given)	86	68	104	63	·	71	129	78	56

The listing, from the start:
SMILES	TK-10	RXF 393	DU-145	786-0	CAKI-1	ACHN	A498	UO-31	SN12C
c1ccc(Cc2ccccc2)cc1	99	·	103	93	86	107	102	·	95
COc1ccc(/C=N/NC(N)=S)c(OC)n1	112	94	113	104	113	100	99	95	98
CCOC(=O)C#Cc1c(C(=O)OCC)nnn1Cc1ccc([N+](=O)[O-])cc1	-11*	-58*	10	66	-52*	-54*	107	4.2*	59
O=C1NC(=O)N(Cc2ccccc2)CC1Br (stereo not given)	86	68	104	63	·	71	129	78	56
CC1(N)CCC(C(C)(C)N)CC1 (stereo not given)	106	105	169	116	·	109	103	98	99
Cn1c(=O)ccc2ccccc21	118	108	132	107	·	108	101	83	104
COc1ccc(-c2cc(C#N)c(NNC(C)=O)[nH]2)cc1	96	118	123	95	107	103	123	96	113
O=c1nc2sc3cc(F)ccc3cc-2s1	102	104	107	95	97	99	98	94	95
O=C(/C=C/c1cn(-c2ccccc2)nc1-c1ccccc1)OCc1cn(-c2ccccc2[N+](=O)[O-])nn1	93	99	96	94	86	88	87	63	92
CC(C)(SC(c1ccccc1)(c1ccccc1)c1ccccc1)C(N)C(=O)O (stereo not given)	96	116	103	108	96	88	103	87	95
C[C@H](c1ccccc1)N1C(=S)N(C)[C@H]2NC(=S)N[C@H]21	108	108	115	98	89	100	108	83	107
Cc1cc(N2CCOCC2)nc(N2CCOCC2)c1C#N	92	102	106	104	97	103	88	98	94
O=S(=O)(NCCCNc1cc(-c2cn(-c3ccccc3)nc2-c2cccc(O)c2)ccn1)c1ccc(Cl)cc1	33	15	40	-12*	15	17	26	10	35
C(=C\c1cc(-c2cc(/C=C/c3ccccc3)[nH]n2)n[nH]1)/c1ccccc1	117	122	114	103	89	108	120	86	102
Nc1ccc(-c2ccc(F)cc2)cc1NC(=O)N1CCC2(CCOC2)CC1	57	100	96	89	81	81	80	72	87
CCC(C)N1C(=O)c2ccccc2C1=O (stereo not given)	119	·	106	110	111	98	103	92	109
CCOc1nc(-c2ccccc2)cc2c(O)c(C(=O)N/N=C/c3ccc(F)cc3)[nH]c(=O)c12	132	44	102	108	105	101	199	91	96
CC(=O)OCC(=O)[C@H]1CC[C@H]2[C@@H]3CCC4=CC(=O)C=C[C@]4(C)[C@H]3CC[C@]12C	105	102	102	104	104	88	73	78	100
C/C(=C\C(=N\N=C(N)N)c1ccc(Cl)cc1)c1ccc(Cl)cc1	-83*	-96*	-91*	-70*	-58*	-86*	-94*	-80*	-74*
COc1ccc(NC(=O)c2cc3ccc4c5ccccc5[nH]c4c3cc2O)cc1	93	91	103	82	80	97	79	79	98
Cc1ccc(NS(=O)(=O)c2ccc3c(c2)C2OCCC2C(c2ccc(C(=O)C(C)C)cc2)N3)cc1C (stereo not given)	64	65	61	59	45	32	40	26	52
COc1cc2c(c(OC)c1OC)C(=O)CC(c1cccc(NC(=O)c3ccc(C#N)cc3)c1)O2 (stereo not given)	89	97	84	92	77	81	82	63	83
O=C(N=Nc1c(O)[nH]c2ccccc12)C(=O)N=Nc1c(O)[nH]c2ccccc12	·	128	119	104	95	105	116	69	99
COc1cc(/C=C/c2cc(/C=C/c3cc(OC)c(OC)c(OC)c3)n(-c3ccc(OC(F)(F)F)cc3)n2)cc(OC)c1OC	98	95	94	93	89	78	111	71	88
CC(C)(CNC1CCCCC1)OC(=O)c1ccccc1	104	102	104	100	102	108	103	77	95
CC1(C)CC[C@]2(COCCC#N)CC[C@]3(C)C(=CC[C@@H]4[C@@]5(C)Cc6c([nH]c7ccccc67)C(C)(C)[C@@H]5CC[C@]43C)[C@@H]2C1	101	103	115	95	·	104	122	86	102
C#Cc1cccc(NC(=O)c2ccccc2N=C=S)c1	107[8.25 µM]	104[8.25 µM]	104[8.25 µM]	102[8.25 µM]	83[8.25 µM]	100[8.25 µM]	75[8.25 µM]	73[8.25 µM]	97[8.25 µM]
COC(=O)NC1(C(=O)O)CCCC1	114	·	116	105	146	105	108	105	102
CCOc1ccc(N=Cc2ccc([N+](=O)[O-])cc2)c(O)c1	110	84	89	102	104	66	84	67	82
N#Cc1c(-c2ccc(Cl)cc2Cl)nc(SCC(=O)c2ccc(Br)cc2)[nH]c1=O	92	105	99	74	71	103	76	80	91
CC(=O)N(Cc1ccccc1)c1nccs1	96	116	110	100	89	117	109	93	104
COc1cc(/C=N/Nc2c(F)c(F)c(F)c(F)c2F)cc(OC)c1OC	142	112	110	107	96	99	58	84	98
O=C(c1ccccc1)n1cc(-c2nc3ccccc3[nH]2)c2cccnc21	112	96	96	89	86	97	100	79	104
CC(=O)O[C@H]1C[C@@]2(C)[C@@H](CC(=O)[C@H]3[C@@]4(C)CC[C@H](NCc5ccccc5)[C@@H](C)[C@@H]4CC[C@@]32C)/C1=C(\CCC=C(C)C)C(=O)O	104	106	101	96	91	91	88	75	96
Cc1c2ccccc2nc(CSc2ccccc2N)[n+]1[O-]	147	106	105	103	85	93	·	72	93
CCOC(=O)c1c(NCc2ccccc2)sc2cc(O)ccc12	105	71	93	102	66	86	56	33	75
COc1ccc(Cc2nn(CC(=O)N/N=C/c3ccc(F)cc3)c(=O)c3c(C)noc23)cc1	-3.1*	-26*	40	-21*	10	-39*	-58*	-48*	-0.3*
COC(=O)c1c(C)cccc1C(=O)c1c(C)cc(C)cc1C	103	103	104	98	92	105	72	83	91
O=S(=O)(OCCCCCCCOS(=O)(=O)c1ccc(F)cc1)c1ccc(F)cc1	92	106	101	95	94	102	91	88	98
CCOC(=O)C1=C(C)N=c2s/c(=C\c3cc(Cl)ccc3O)c(=O)n2C1c1ccc(OC)cc1 (stereo not given)	94	81	107	95	97	99	76	59	94
O=C(c1sc(-c2cccc(C(F)(F)F)c2)cc1O)N1CCOCC1	93	94	101	93	90	99	88	91	97
C#Cc1ccc(NC(=O)c2ccc(/C=C/C(=O)c3nccn3C)cc2)c(F)c1	89	10	27	38	37	38	79	42	16
Cc1ccccc1NC(=O)Cc1csc(N/N=C2\NC(=O)/C(=C/c3cccc([N+](=O)[O-])c3)S2)n1	108	105	·	95	97	96	83	75	94
NC(N)=N/N=C/c1ccccc1F	106	98	103	102	·	111	·	87	100
O=C(NC(=S)Nc1c(Cl)cc(Cl)cc1Cl)c1ccccc1	91	86	107	94	81	100	·	84	108
COc1cc(/C=C2/Nc3ccc(Cl)cc3NC2=O)ccc1O	112	114	112	109	99	108	141	77	108
CC1(C)OB(O)c2cc(-c3nc4ccc5[nH]ncc5c4c4c3CCCC4)ccc21	73	35	55	66	21	21	22	34	51
O=C(Oc1cccc2ccccc12)c1ccccc1	116	106	109	105	100	117	97	97	103
OCC(O)C(O)C(O)C(/C=N/Nc1ccccc1)=N/Nc1ccccc1 (stereo not given)	92	87	89	107	78	68	44	61	96
Fc1ccc(-c2nc3ncccn3c2-c2nc3ccc(Cl)cc3[nH]2)cc1	102	81	91	95	101	80	67	84	76
N=c1oc2ccc(Br)cc2cc1C(=O)Nc1cc(-c2ccccc2)nn1-c1ccccc1	99	97	105	98	97	104	85	88	91
NC1=NC(c2cccc(Br)c2)c2sc3ccc(Cl)cc3c2N1 (stereo not given)	123	110	111	95	79	93	104	63	93
C[Si](C)(CCl)N[Si](C)(C)CCl	105	114	117	112	102	110	100	86	112
O=c1cc(COc2ccc(N=Cc3ccccn3)cc2)c2cc(Br)ccc2o1	96	101	98	84	83	95	90	64	98
CC(C)NC(=S)NC(C)C	107	109	115	100	99	107	103	105	111
COc1ccc(/C=N\NC(=O)CN2CCN(c3cc4c(cc3F)c(=O)c(C(=O)N/N=C/c3ccc(OC)c(OC)c3)cn4C3CC3)CC2)cc1OC	65	61	4.8*	45	88	102	89	85	-8.5*
N#C/C=C/c1ccco1	110	105	95	93	104	109	96	80	105
O=C(/C=C(\C(=O)c1ccccc1)c1ccccc1)c1ccccc1	125	·	103	105	59	102	102	81	97
O=CNCNC=O	110	107	108	106	112	113	108	90	108
COc1ccc(-c2cc(=O)c3c(OC)c4ccoc4c(/C=C/C=O)c3o2)cc1	69	48	25	83	95	75	79	44	13

Taken from above:
O=C(NC(=S)Nc1c(Cl)cc(Cl)cc1Cl)c1ccccc1 in CAKI-1 = 81
COc1ccc(-c2cc(=O)c3c(OC)c4ccoc4c(/C=C/C=O)c3o2)cc1 in DU-145 = 25
COc1cc(/C=C2/Nc3ccc(Cl)cc3NC2=O)ccc1O in UO-31 = 77
O=C(/C=C(\C(=O)c1ccccc1)c1ccccc1)c1ccccc1 in TK-10 = 125
O=C(Oc1cccc2ccccc12)c1ccccc1 in RXF 393 = 106
OCC(O)C(O)C(O)C(/C=N/Nc1ccccc1)=N/Nc1ccccc1 (stereo not given) in SN12C = 96

Single records, from the list above:
Listed for O=C(c1sc(-c2cccc(C(F)(F)F)c2)cc1O)N1CCOCC1 = TK-10: 93; RXF 393: 94; DU-145: 101; 786-0: 93; CAKI-1: 90; ACHN: 99; A498: 88; UO-31: 91; SN12C: 97
Listed for O=CNCNC=O = TK-10: 110; RXF 393: 107; DU-145: 108; 786-0: 106; CAKI-1: 112; ACHN: 113; A498: 108; UO-31: 90; SN12C: 108
Listed for COc1ccc(-c2cc(=O)c3c(OC)c4ccoc4c(/C=C/C=O)c3o2)cc1 = TK-10: 69; RXF 393: 48; DU-145: 25; 786-0: 83; CAKI-1: 95; ACHN: 75; A498: 79; UO-31: 44; SN12C: 13

Further structures
SMILES	TK-10	RXF 393	DU-145	786-0	CAKI-1	ACHN	A498	UO-31	SN12C
Cc1ccccc1SSc1ccncc1	107	104	104	96	94	111	·	94	103
c1ccc(-c2nc[nH]c2-c2ccccc2)cc1	101	119	109	99	98	94	98	101	115
CC(=O)N(C)c1ccc(Nc2cc(S(=O)(=O)O)c(N)c3c2C(=O)c2ccccc2C3=O)cc1	110	119	113	106	118	99	119	86	98
CCCCCCCCCCCCN1CCCC(C)C1 (stereo not given)	88	·	95	86	69	85	104	61	96
Cc1cc(=O)oc2cc(OCCCCOc3ccc(/C=C/C(=O)Nc4ccc(F)c(Cl)c4)cc3)ccc12	112	·	89	95	96	107	108	86	96
CCOC(=O)N1C(=O)/C(=C\c2ccc(Br)cc2)SC1=Nc1c(C)nn(-c2ccccc2)c1N	97	131	112	91	105	93	91	81	94
Nc1ccc(C(=O)Nc2ccc(C(=O)Nc3ccc4cc(S(=O)(=O)O)cc(S(=O)(=O)O)c4c3)cc2)cc1	101	105	109	100	·	107	109	95	99
NC(=O)NC(=O)c1ccc(Cl)cc1	100	131	116	100	94	105	102	77	104
O=C(Nc1cccc(-n2cc(-c3ccncc3)c(-c3cc(O)cc(Cl)c3)n2)c1)c1cc(C(F)(F)F)cc(C(F)(F)F)c1	73	-10*	62	55	58	38	40	49	50
C/C(=C/c1cccs1)C(=O)c1ccccc1	100	107	109	97	106	114	86	102	113
CC(=O)N1N=C(c2ccc(Nc3nc(Nc4ccc(F)cc4)nc(Nc4ccc(Cl)cc4)n3)cc2)CC1c1ccc(Cl)cc1 (stereo not given)	110	89	111	98	83	83	89	57	107
CCc1nn2c(-c3cc(OC)c(OC)c(OC)c3)c(-c3cc(OC)c(OC)c(OC)c3)nc2s1	73	39	88	59	71	74	89	82	86
Cc1ccc(SCC(=O)O)c(C)c1	100	104	113	94	101	104	85	84	95
Cc1c(C)c(CO)c(C)c(C)c1CO	97	100	114	102	100	101	110	83	91
C[C@]12CC[C@@H]3c4ccc(O)cc4CC[C@H]3[C@@H]1CC[C@@H]2NS(=O)(=O)c1ccc(-c2ccccc2)cc1	82	50	68	68	65	46	83	34	61
O=C1Nc2cc(-c3ccc(NC(=O)c4ccccc4)cc3)ccc2/C1=C/c1ccc[nH]1	113	111	99	107	100	96	·	72	101
O=C(CSc1ccc([N+](=O)[O-])cc1)c1ccccc1	95	101	108	84	108	102	93	87	98
CCCN(CCC)C1N=C(C)Nc2c1sc(=O)n2-c1ccc(OC)cc1OC (stereo not given)	108	102	110	92	90	101	85	65	79
COc1ccc(Oc2ccc(C3=NN(c4nc(-c5ccc(OC)cc5)c(C#N)c(N5CCOCC5)n4)C(c4cc(OC)c(OC)c(OC)c4)C3)cc2)cc1 (stereo not given)	96	85	96	99	87	108	102	83	95
CCOC(=O)/C(C#N)=N/Nc1ccc(S(=O)(=O)N=C(N)N)cc1	103	104	106	99	86	105	93	87	95
COc1ccc(-c2[nH]c3ccccc3c2C=C(C#N)C#N)cc1	35	3.8*	-10*	15	·	43	-7.3*	59	45
O=C(/C=C(O)/C=C/c1cccc2[nH]ccc12)/C=C/c1cccc2[nH]ccc12	84	87	96	86	75	84	112	52	82
COc1cc([N+](=O)[O-])c(S(=O)(=O)O)cc1N	86	122	113	105	103	96	116	89	108
O=[N+]([O-])c1ccc(NNCNNc2ccc([N+](=O)[O-])cn2)nc1	87	109	106	92	·	·	106	82	108
CC(O)C#CC(C)O (stereo not given)	·	·	117	103	106	100	105	95	107
O=Cc1cccc([N+](=O)[O-])c1O	97	106	117	105	·	103	119	89	106

Source: PubChem BioAssay
